CSN inh: inhibitors of human CSN-mediated cullin deneddylation. Q92905. Purified CSN, SCF-Nedd8-OG deneddylation, fluorescence polarization. inhibition, % at 12.5 µM. actives 0.38% (n = 360,000);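 active means pattern-corrected inhibition above about 35%, with an unprinted fluorescence ratio check between 0.5 and 1.5, limit read from the data, passing the limit was not always enough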;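 further: 0% = enzyme with substrate and 100% = substrate without enzyme; some results filed as inactive read as strong as hits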
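Material: purified human Csn5 enzyme expressed in HEK293T cells / Medium: Tris buffer pH 7.5, NaCl, DTT, Tween-20, trehalose, ovalbumin / Compound dosing: 12.5 µM single point / Schedule: 90 min incubation of compound, enzyme and substrate at room temperature / Signal: fluorescence polarization of the substrate / Control set: no-enzyme wells high, enzyme-with-substrate wells low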
eLon inh: E. coli protease La inhibition; inhibition, % at 7.94 µM; P0A9M0; actives 0.42% (n = 360,000); purified E. coli Lon protease, fluorescence polarization; in the data active means inhibition above about 13%, passing the limit was not always enough;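 further: 0% = enzyme with probe and DMSO and 100% = no enzyme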
MT1-MMP act inh: MT1-MMP (human) activation inhibition | actives 0.061% (n = 360,000) | HT1080 RFP-PRO-GFP cells, GFP/RFP ratio fluorescence, overnight; percent of plate control window, DMSO zero | P50281 | GFP/RFP ratio change, % at 20 µM;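 active means GFP/RFP ratio change of at least 30% with cell ATP level not reduced by more than half and red fluorescence within 50% of control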; further: strong numbers were not always called active
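Material – HT1080 RFP-PRO-GFP cells · Control set – DMSO wells and RFP-L50D-GFP cells · Incubation – overnight cell settling, then overnight compound exposure, 37 °C, 5% CO2 · Compound dosing – single-point 20 µM compound, 1% DMSO · Read-out – GFP/RFP fluorescence ratio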
MLLE-PAM2 inh: inhibitors of microRNA-mediated deadenylation, human PABP1 MLLE binding; P11940; GST-MLLE / FITC-PAM2 fluorescence polarization; inhibition, % at 20 µM; actives 0.36% (n = 360,000); in the data active means inhibition above about 35%, passing the limit was not always enough;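 further: plate controls were DMSO wells with GST-MLLE for no effect and wells lacking GST-MLLE protein for full effect; some results filed as inactive read as strong as hits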
Target sequence (P11940 whole entry, looked up): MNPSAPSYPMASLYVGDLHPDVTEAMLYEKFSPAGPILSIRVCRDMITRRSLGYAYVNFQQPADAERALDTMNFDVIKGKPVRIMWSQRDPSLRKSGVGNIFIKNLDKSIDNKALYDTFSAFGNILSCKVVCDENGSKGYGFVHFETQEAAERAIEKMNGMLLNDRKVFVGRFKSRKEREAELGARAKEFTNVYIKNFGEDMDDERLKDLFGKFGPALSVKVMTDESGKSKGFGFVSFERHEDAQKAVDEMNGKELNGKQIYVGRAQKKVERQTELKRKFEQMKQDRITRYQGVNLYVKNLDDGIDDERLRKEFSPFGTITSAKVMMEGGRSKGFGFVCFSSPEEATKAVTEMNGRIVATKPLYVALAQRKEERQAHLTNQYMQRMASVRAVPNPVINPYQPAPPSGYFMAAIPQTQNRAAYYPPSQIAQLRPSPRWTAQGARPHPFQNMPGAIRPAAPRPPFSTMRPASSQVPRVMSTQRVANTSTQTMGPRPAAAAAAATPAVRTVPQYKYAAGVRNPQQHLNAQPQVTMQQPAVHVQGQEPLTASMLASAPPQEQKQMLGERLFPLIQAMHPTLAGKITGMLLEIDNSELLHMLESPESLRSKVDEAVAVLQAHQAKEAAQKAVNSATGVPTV
Rin1-Abl PPI inh: blocks binding of human Rin1 to Abl. P00519+Q13671. TR-FRET Rin1/Abl binding, biochemical. inhibition, % at 7.35 µM. actives 0.4% (n = 360,000); in the data active means inhibition above about 5%, passing the limit was not always enough
MsrA act: bovine methionine sulfoxide reductase A activation; purified bovine MsrA, absorbance read-out; activation, % at 10.6 µM; actives 0.3% (n = 360,000); AID 602163; in the data active means activation above about 7.5%;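 further: 0% = vehicle and 100% = reference activator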
FAS TE block: blocks the thioesterase domain of human fatty acid synthase; P49327; recombinant FAS-TE, OMFH fluorogenic substrate, fluorescence endpoint; inhibition, % at 15 µM; actives 0.67% (n = 360,000); AID 602261;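 active means compounds whose normalised, plate-corrected inhibition of enzyme fluorescence in the single-dose primary screen is 50% or more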;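 further: 0% = DMSO with enzyme and 100% = substrate without enzyme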
MsrA inhibitor: inhibits bovine methionine sulfoxide reductase A; purified bovine MsrA, absorbance read-out; inhibition, % at 15.5 µM; actives 0.75% (n = 360,000); AID 651718; in the data active means inhibition above about 4.5%;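 further: 0% = vehicle wells with enzyme and 100% = reference inhibitor wells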
Rpn11 block: inhibitors of human proteasome Rpn11; actives 0.59% (n = 360,000); AID 588493; human 26S proteasome, Ub4-pepOG fluorescence polarization; 20S core pre-blocked with epoxomicin; O00487; calls only at 20 µM;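 active means inhibition at 20 µM, scaled to each plate's controls, above about 33%, limit read from the data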
Target sequence (O00487 whole entry, looked up): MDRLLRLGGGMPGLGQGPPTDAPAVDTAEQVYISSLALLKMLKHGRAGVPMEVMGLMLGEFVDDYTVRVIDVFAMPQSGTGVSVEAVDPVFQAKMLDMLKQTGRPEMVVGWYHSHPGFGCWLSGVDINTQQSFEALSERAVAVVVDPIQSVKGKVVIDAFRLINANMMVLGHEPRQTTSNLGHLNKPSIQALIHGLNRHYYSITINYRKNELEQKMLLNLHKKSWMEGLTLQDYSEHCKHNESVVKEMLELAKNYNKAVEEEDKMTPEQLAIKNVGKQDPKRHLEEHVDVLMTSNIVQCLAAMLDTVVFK
Active calls of the source: *; i = inactive; x = not tested or not shown; + = active, no number.

SMILES	CSN inh	eLon inh	MT1-MMP act inh	MLLE-PAM2 inh	Rin1-Abl PPI inh	MsrA act	FAS TE block	MsrA inhibitor	Rpn11 block
COc1ccc(OC)c(C(=O)c2ccc(C(=O)Nc3ccc(NC(C)=O)cc3)cc2)c1	2	-2	-2	7	0	-2	-6	0.5	i
COCCCNC(=O)CN(CCc1ccccc1)S(=O)(=O)c1ccc(C)cc1	2	-5	-2	-1	2	-2	-4	-0.2	i
CCCOc1ccc(C(=O)NC2CCSc3ccccc32)cc1 (stereo not given)	6	-4	-2	10	0	-2	2	-0.3	i
CCCn1c(=O)c(Cc2ccccc2)c(O)c2ccccc21	4	-5	5	5	-1	-3	-10	0.8	i
CCOc1ccc(C(=O)Nc2ccc(Cc3ccncc3)cc2)cc1Br	-2	-10	4	8	2	-5	20	1.5	i
CCOCCCNC(=S)N1C2CCC1CC(NC(=O)NC13CC4CC(CC(C4)C1)C3)C2 (stereo not given)	-6	-2	1	-120	-2	-8	-5	0.5	i
NNC(=O)CSc1nc(-c2ccccc2)cn1-c1ccccc1	-1	6	5	-54	0	-2	-3	0.9	i
Cn1c(=O)c2c(SCc3c(F)cccc3Cl)nc(CC(C)(C)C)nc2n(C)c1=O	2	-1	-5	8	-1	-2	21	1.1	i
Cc1ccc(NC(=O)COC(=O)C(NS(=O)(=O)c2ccc(Cl)cc2)C(C)O)cc1C (stereo not given)	-13	8	1	-27	2	-4	0	-0.7	i
CC1CCCC(NC(=O)COC(=O)/C=C/c2ccc(S(=O)(=O)N3CCOCC3)cc2)C1C (stereo not given)	2	-15	0	-18	-4	-4	-7	0.2	i
CCn1c(SCC(=O)Nc2ccc(OC)c(OC)c2)nnc1-c1cccs1	-3	4	1	-6	1	-2	-8	0.2	i
O=C(NCc1ccccn1)Nc1ccc2c(c1)OCO2	-3	-5	2	1	-4	-5	-8	-0.5	i
CC(=O)NC(CC(=O)OCC(=O)Nc1ccc2c(c1)OCO2)c1ccccc1 (stereo not given)	1	3	-2	-5	-5	3	-3	-0.7	i
CC(=O)[C@@H]1[C@@H](C)N(Cc2ccccc2)C(=O)N[C@H]1c1cccc(C(F)(F)F)c1	3	-9	-3	1	7	0	3	-0.1	i
O=C1NCN(CCO)CN1	9	1	1	6	1	-1	-2	-0.3	i
CC1CN(C(=O)COC(=O)c2ccc(Cl)nc2)CC(C)O1 (stereo not given)	-8	1	3	-1	0	-5	-4	-0.6	i
Cc1cc(OC(C)C)nc(NCc2ccccc2)n1	0	-4	5	1	2	-4	-1	1.3	i
O=c1nc(/C=C/c2cccn2-c2ccc([N+](=O)[O-])cc2)cc(C(F)(F)F)[nH]1	18	-19	-5	-75	5	-6	1	2.9	+
CC[C@@H](NCCCn1cnc2c(SC)ncnc21)c1ccccc1	-4	5	-2	-1	-2	3	-7	-0.2	i
O=C(N/N=C\c1ccccn1)C1c2ccccc2Oc2ccccc21	-4	-2	3	-6	-1	-2	2	0.7	i
O=C(/C=C/c1ccccc1Cl)Nc1ccncc1	4	-5	1	-1	3	-1	-6	-0.2	i
O=C(NNS(=O)(=O)c1ccc(F)c(Cl)c1)c1cccc(S(=O)(=O)N2CCOCC2)c1	-9	-6	0	-5	-2	6	-10	-0.1	i
CCN(CC)C(=O)Cn1cc([N+](=O)[O-])cc1[N+](=O)[O-]	-4	12	2	4	2	-4	-5	2.8	i
Cc1cc(C(=O)NNC(=O)c2ccccc2F)c2ccccc2n1	2	-6	-2	2	4	0	-8	-0.4	i
COc1cc(-c2nnc(SCC(=O)c3ccccc3)o2)cc(OC)c1OC	0	0	22	-73	2	-12	8	0.3	i

4 compounds picked at random from those above:
SMILES	CSN inh	eLon inh	MT1-MMP act inh	MLLE-PAM2 inh	Rin1-Abl PPI inh	MsrA act	FAS TE block	MsrA inhibitor	Rpn11 block
CC(=O)NC(CC(=O)OCC(=O)Nc1ccc2c(c1)OCO2)c1ccccc1 (stereo not given)	1	3	-2	-5	-5	3	-3	-0.7	i
O=c1nc(/C=C/c2cccn2-c2ccc([N+](=O)[O-])cc2)cc(C(F)(F)F)[nH]1	18	-19	-5	-75	5	-6	1	2.9	+
Cc1ccc(NC(=O)COC(=O)C(NS(=O)(=O)c2ccc(Cl)cc2)C(C)O)cc1C (stereo not given)	-13	8	1	-27	2	-4	0	-0.7	i
O=C(NCc1ccccn1)Nc1ccc2c(c1)OCO2	-3	-5	2	1	-4	-5	-8	-0.5	i

The list goes on.
SMILES	CSN inh	eLon inh	MT1-MMP act inh	MLLE-PAM2 inh	Rin1-Abl PPI inh	MsrA act	FAS TE block	MsrA inhibitor	Rpn11 block
COc1cccc(CN(C)C[C@@H]2OCc3ccccc3-c3c(n(C)c4ccccc34)C(=O)N([C@@H](C)CO)C[C@H]2C)c1	-4	-3	-2	0	3	-6	12	0.3	i
O=C(NCc1cccc(Cl)c1)C1CCC(=O)N(C2CC2)C1 (stereo not given)	0	-1	1	-16	3	-4	-6	-0.5	i
Cc1nc(N2CCOCC2)c2c3c(sc2n1)CCC3	-3	4	-8	-6	2	1	0	0.9	i
C[C@H]1CN([C@@H](C)CO)C(=O)Cc2cc(NS(=O)(=O)c3cccs3)ccc2O[C@H]1CN(C)S(=O)(=O)c1cn(C)cn1	0	1	2	5	0	-2	-3	0.4	i
Cc1c(NC(NC(=O)CC(C)C)C(Cl)(Cl)Cl)c(=O)n(-c2ccccc2)n1C (stereo not given)	6	5	-4	-5	5	-1	-4	-1.2	i
CN(C(=O)c1cc([N+](=O)[O-])ccc1NCc1cccnc1)c1ccccc1	-2	-1	-2	-7	-2	-2	6	0.8	i
CC(C)CCC[C@@H](C)[C@H]1CC[C@H]2[C@@H]3C(=O)C=C4C[C@@H](O)CC[C@]4(C)[C@H]3CC[C@]12C	-4	0	-9	-4	0	-1	9	-1.5	i
CC(C)NC(=O)CCCC(=O)NC(C)C	-20	2	-6	3	-5	-5	-11	-0.7	i
O=S(=O)(c1ccccc1)c1nc(-c2ccccc2)oc1NCCCN1CCOCC1	-3	-6	2	0	-3	0	2	0.1	i
CCN(CC)S(=O)(=O)c1ccc(N2CCN(C)CC2)c(NC(=O)COc2ccc(F)cc2Cl)c1	-2	0	-2	-28	-1	1	10	0.1	i
Cc1nnc(Nc2ccc(S(N)(=O)=O)cc2)c2ccccc12	1	-3	5	2	0	-5	-2	1.4	i
CC(=O)Nc1ccc(S(=O)(=O)NCC2CCC(C(=O)NC3CCCCCC3)CC2)cc1 (stereo not given)	-3	-13	2	4	3	1	-13	-0.4	i
CCN(C(=O)COC(=O)c1cnc(C)cn1)c1c(N)n(Cc2ccccc2)c(=O)[nH]c1=O	1	6	-1	8	1	-3	-3	-0.7	i
O=C(c1ccncc1)N1CCN(C(=O)c2ccncc2)CC1	3	7	2	-7	1	-2	-5	-1.6	i
CC(CNC(=O)CN1C(=O)C(=O)N(C2CCCC2)C1=O)c1ccccc1 (stereo not given)	-5	7	0	5	-1	4	-5	-0.5	i
CCN1CCN(c2nc3c(c(=O)[nH]c(=O)n3C)n2Cc2ccccc2F)CC1	-2	-2	-1	0	0	-4	-4	0.3	i
Cc1nn(C(=O)c2ccco2)c(C)c1Sc1ccc(Cl)cc1	4	-4	5	2	-1	-1	0	0.2	i
COC(=O)COc1ccc(NS(=O)(=O)c2cccc([N+](=O)[O-])c2)cc1	-4	-3	3	8	1	-2	-4	2.7	i
O=C(Nc1ccccc1N1CCOCC1)c1cc(=O)[nH]c2ccccc12	1	1	2	-7	1	-2	-7	1.5	i
CCCCNC(=S)N(C)/N=C/c1ccc(OCC(=O)Nc2c(C)cc(C)cc2C)c(OC)c1	2	-5	-6	-38	4	-10	20	4.5	i
C[C@@H]1CC2=C(C(=O)OC(C)(C)O2)[C@@H](C2CC2)O1	-6	-4	5	x	x	5	-7	-1.0	x
CCOc1ccc(NC(=O)CSc2ncnc3c2sc2ccccc23)cc1	-2	7	5	12	-17	-5	-4	-0.4	i
COc1ccc(OC)c(NC(=O)COc2ccc(S(=O)(=O)NC(C)C)cc2)c1	0	1	1	2	7.4*	-2	-2	1.0	i
Fc1ccc(Oc2nc(-c3ccccc3)nnc2C(F)(F)F)cc1	-3	-3	-9	-13	-3	-1	19	1.1	i
CSc1ccc(S(=O)(=O)NCc2ccccc2C)cc1	-4	-2	4	0	3	-2	4	0.5	i
Next section
SMILES	CSN inh	eLon inh	MT1-MMP act inh	MLLE-PAM2 inh	Rin1-Abl PPI inh	MsrA act	FAS TE block	MsrA inhibitor	Rpn11 block
Cc1ccc(OCc2cc(C(=O)N3CC4C[C@@H]5CC3C[C@H](C4)C5)no2)cc1C	1	-4	2	6	-1	-3	21	-0.3	i
Cc1ccc(C)c(NC(=O)CNC(=O)N2CC(=O)Nc3ccccc32)c1	-4	2	4	-1	-4	-2	-7	-0.5	i
COC(=O)c1sccc1NC(=O)c1c(C)noc1C	-11	0	2	14	3	0	-3	0.2	i
COc1ccc(NC(=O)CN(C)C(=O)CN2C(=O)c3ccc([N+](=O)[O-])cc3C2=O)cc1	-1	-6	-2	-12	3	-4	6	1.0	i
CCOC(=O)Cn1c(=NC(=O)CSC(C)=O)sc2ccccc21	-4	-6	-2	28	2	0	2	0.8	i
Nc1cc(=O)[nH]n1C1CCN(c2ccccc2)CC1	1	-4	1	-10	-5	-10	-8	-0.9	i
CC(O)CNCCCOc1cccc(C(F)(F)F)c1 (stereo not given)	6	-3	5	0	1	-1	-5	1.6	i
Cc1ccc(NC(=O)c2ccc(S(=O)(=O)N3CC(C)CC(C)C3)cc2)cc1S(=O)(=O)N1CCOCC1 (stereo not given)	0	-2	-8	-18	3	-3	50*	0.1	i
CCC1=NN2C(=N)/C(=C/c3ccc(OS(=O)(=O)c4ccc(C)cc4)c(OC)c3)C(=O)N=C2S1	5	1	2	11	2	-1	0	-0.6	i
COc1cc(NC(=O)CSCc2ccc(Cl)cc2Cl)c(C(=O)O)cc1OC	1	7	1	9	-1	-4	-3	-0.3	i
CCn1c(C)cc(C(=O)COC(=O)c2ccccc2[N+](=O)[O-])c1C	0	1	-3	6	1	-3	13	x	i
CCC(CC)c1nnc(NC(=O)CCS(=O)(=O)Cc2ccccc2)s1	0	-4	-3	35	1	-3	-4	-1.1	i
COc1ccccc1Cc1c(-c2ccc(C)cc2)nc2c(C)cc(Br)cn12	10	-12	5	-11	-13	-3	14	0.8	i
Cc1cc(C)c2nc3nc(C)c(C)cc3c(N)c2c1	9	5	-6	-10	-8	-4	-6	0.6	i
CCCCN1C(N)=NC[C@@H]1Cc1ccccc1	2	12	1	-5	0	-6	-19	-1.4	i
CCCCOc1ccc(-c2nnn(CCC(=O)N3CCOCC3)n2)cc1	-2	1	1	0	1	-4	-6	-1.4	i
COc1cc2cc(CN(CCO)S(=O)(=O)c3ccccc3Cl)c(=O)[nH]c2cc1OC	-25	0	14	-12	-2	-10	1	3.4	i
Cc1[nH]c(=O)[nH]c(=O)c1S(=O)(=O)N(C)Cc1ccccc1	2	-8	3	5	0	0	-3	-0.8	i
COc1ccc(N(CC(=O)NCCSc2ccccc2)S(=O)(=O)c2ccccc2)cc1OC	1	-6	-1	11	1	-7	11	0.8	i

High-throughput results from PubChem BioAssay.

Compounds as they come. About 3.7% of those tested had a hit in this group.
